Screening data deposited in PubChem BioAssay by several laboratories.
PABP1 MLLE inh: inhibitors of microRNA-mediated deadenylation, human PABP1 MLLE binding | P11940 | AID 588489 | 360,000 tested, 0.36% active | GST-MLLE / FITC-PAM2 fluorescence polarization | inhibition, % at 20 µM; in the data active = inhibition above about 35%, passing the limit was not always enough;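 note: plate controls were DMSO wells with GST-MLLE for no effect and wells lacking GST-MLLE protein for full effect; some results filed as inactive read as strong as hits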
MT1-MMP act inh: blocks activation of human MT1-MMP | P50281 | HT1080 RFP-PRO-GFP cells, GFP/RFP ratio fluorescence, overnight; percent of plate control window, DMSO zero | GFP/RFP ratio change, % at 20 µM | 360,000 tested, 0.061% active | AID 651647;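 active = GFP/RFP ratio change of at least 30% with cell ATP level not reduced by more than half and red fluorescence within 50% of control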; note: strong numbers were not always called active
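Test system: HT1080 cells expressing an RFP-PRO-GFP fluorescent reporter construct / Compound dosing: single-point 20 µM compound, 1% DMSO / Schedule: cells overnight before dosing, compound overnight, 37 °C, 5% CO2 / Evaluation: GFP/RFP fluorescence ratio / Control set: DMSO and RFP-L50D-GFP cell wells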
FAS-TE inh: blocks the thioesterase domain of human fatty acid synthase; 360,000 tested, 0.67% active; P49327; recombinant FAS-TE, OMFH fluorogenic substrate, fluorescence endpoint; inhibition, % at 15 µM; AID 602261;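 active = compounds whose normalised, plate-corrected inhibition of enzyme fluorescence in the single-dose primary screen is 50% or more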;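 note: 0% = DMSO with enzyme and 100% = substrate without enzyme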
MsrA inhibitor: inhibitors of bovine MsrA; inhibition, % at 15.5 µM; 360,000 tested, 0.75% active; purified bovine MsrA, absorbance read-out; in the data active = inhibition above about 4.5%;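 note: 0% = vehicle wells with enzyme and 100% = reference inhibitor wells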
E coli Lon inh: inhibitors of E. coli Lon protease. P0A9M0. purified E. coli Lon protease, fluorescence polarization. inhibition, % at 7.94 µM. 360,000 tested, 0.42% active; in the data active = inhibition above about 13%, passing the limit was not always enough;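 note: 0% = enzyme with probe and DMSO and 100% = no enzyme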
CendR NRP1 mod: modulators of CendR peptide binding to human neuropilin-1. O14786. FAM-RPARPAR peptide binding to NRP-1, fluorescence polarization. inhibition, % at 25 µM. 360,000 tested, 0.85% active;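 active = inhibition or corrected inhibition above about 18%, plus a signal ratio from 0.5 to 1.5, limit read from the data, passing the limit was not always enough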; note: strong numbers were not always called active
Target sequence (O14786 whole entry, looked up): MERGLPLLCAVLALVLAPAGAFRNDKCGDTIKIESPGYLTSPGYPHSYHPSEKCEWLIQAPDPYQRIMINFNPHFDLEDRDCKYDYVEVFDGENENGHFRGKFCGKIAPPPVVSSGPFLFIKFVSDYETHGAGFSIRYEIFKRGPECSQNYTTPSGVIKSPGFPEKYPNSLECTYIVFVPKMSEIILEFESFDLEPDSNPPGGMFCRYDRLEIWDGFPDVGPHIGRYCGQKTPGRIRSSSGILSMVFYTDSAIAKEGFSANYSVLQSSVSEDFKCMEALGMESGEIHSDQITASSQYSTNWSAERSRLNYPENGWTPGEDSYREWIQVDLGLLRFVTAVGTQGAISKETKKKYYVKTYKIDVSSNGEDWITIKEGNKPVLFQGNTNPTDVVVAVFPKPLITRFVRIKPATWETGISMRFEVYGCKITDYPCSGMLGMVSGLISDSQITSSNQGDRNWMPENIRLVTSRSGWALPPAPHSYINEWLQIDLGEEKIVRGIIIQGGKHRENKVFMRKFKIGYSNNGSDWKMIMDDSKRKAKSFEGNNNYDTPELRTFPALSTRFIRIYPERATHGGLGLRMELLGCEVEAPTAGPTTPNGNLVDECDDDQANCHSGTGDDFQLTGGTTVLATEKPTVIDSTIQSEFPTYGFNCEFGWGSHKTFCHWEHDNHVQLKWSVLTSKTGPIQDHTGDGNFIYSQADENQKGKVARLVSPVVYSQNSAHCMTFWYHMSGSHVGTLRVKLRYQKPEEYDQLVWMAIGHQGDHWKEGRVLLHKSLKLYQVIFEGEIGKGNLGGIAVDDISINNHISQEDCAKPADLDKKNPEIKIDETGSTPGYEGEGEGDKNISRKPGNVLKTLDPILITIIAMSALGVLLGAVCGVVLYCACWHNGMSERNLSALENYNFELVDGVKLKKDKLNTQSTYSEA
TbMetRS inhib: blocks T. brucei methionyl-tRNA synthetase activity. AID 624268. inhibition, % at 11.9 µM. 360,000 tested, 0.4% active. purified T. brucei MetRS, ATP depletion, Kinase-Glo luminescence;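 active = inhibition above a per-plate cutoff of the control wells' mean inhibition plus 3 SD, cut at about 5.5% in these data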;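 note: 0% = DMSO wells median and 100% = median of wells with control inhibitor compound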
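System: purified T. brucei MetRS enzyme / Detection: Kinase-Glo luciferase luminescence reporting remaining unconsumed ATP / Medium: HEPES buffer with MgCl2, KCl, DTT, spermine, BSA, pyrophosphatase / Replication: singlicate, one well per compound / Evaluation: percent inhibition relative to median high and low control wells / Schedule: 2 h aminoacylation at 25 °C after 15 min preincubation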
MsrA act: activates bovine MsrA enzyme; purified bovine MsrA, absorbance read-out; activation, % at 10.6 µM; 360,000 tested, 0.3% active; in the data active = activation above about 7.5%;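 note: 0% = vehicle and 100% = reference activator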
SKN-1 inh: blocks SKN-1 activity in C. elegans; inhibition, % at 21.8 µM; AID 624304; C. elegans VP596 Pgst-4::GFP/RFP ratio, acrylamide-induced, 24 h; 360,000 tested, 0.49% active;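 active = interference check ratio from 0.5 to 1.5 plus GFP to RFP signal ratio inhibition reaching or exceeding a fixed threshold, cut at about 30% in these data, passing the limit was not always enough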; note: some compounds called inactive have numbers as strong as hits
Starred values were filed as active, the others as inactive; . = no result given.

SMILES	PABP1 MLLE inh	MT1-MMP act inh	FAS-TE inh	MsrA inhibitor	E coli Lon inh	CendR NRP1 mod	TbMetRS inhib	MsrA act	SKN-1 inh
COc1ccccc1N1CCN(C(=O)c2ccc(CN3CCc4ccccc4C3)cc2)CC1	0	-4	4	0.3	6	2	-0.4	-2	-3
COc1cc(C(=O)NCC(=O)N2CC=C(c3ccccc3)CC2)cc(OC)c1OC	13	3	-2	1.6	-1	3	-0.1	0	-11
O=C(c1ccc2c(=O)n3c(nc2c1)CCCCC3)N1CCCCC1	10	2	5	-0.3	6	7	0.1	-4	-8
CN(C)c1ccc(NC(=O)Nc2cccc3ccccc23)cc1	12	5	-4	0.5	-8	5	-1.6	-9	-2
O=C(NCc1cccnc1)C(=O)NCC1OCCCN1S(=O)(=O)c1cc(F)ccc1F (centres undefined)	7	1	-12	-0.7	-3	-10	-0.1	-1	5
Cc1ccc(OCc2cccc(S(=O)(=O)N(C)C)c2)c([N+](=O)[O-])n1	-23	1	0	0.8	-5	8	-0.7	-4	9
COc1cc(OC)nc(NC2OC(=O)c3ccccc32)n1 (centres undefined)	6	4	-8	0.2	-6	-13	-0.8	-9	-15
COc1ccc(NC(=O)CN(C)C(=O)c2ccc(NS(=O)(=O)c3cccc([N+](=O)[O-])c3)cc2)cc1	4	5	-7	1.6	-6	9	-0.4	-5	2
S=C1NCN(Cc2cccnc2)CN1	-119	3	-8	1.5	-4	4	0.2	-2	4
C=CCNC(=S)Nc1cc(Cl)ccc1OC	3	1	-5	-0.7	2	9	0.6	0	8
Cc1cccc(-c2c3c(=O)n(C)c(=O)n(C)c3cn2-c2ccc(O)cc2)c1	8	-9	-9	-0.1	-8	-16	-0.6	0	7
COc1ccccc1Cc1c(C2CCCCC2)nc2ccc(Br)cn12	14	-4	7	0.8	-9	-7	-0.7	-3	4
CC1CCCCN1CCCNc1ccc(C(CC(N)=O)NC(=O)Cc2cccc3ccccc23)cc1[N+](=O)[O-] (centres undefined)	0	-4	-5	1.2	-12	-5	-0.2	-3	-16
COc1ccc(N2C(=O)CC(C#N)=C2N)cc1	6	-2	-4	1.2	-9	3	-0.7	-3	6
O=C(O)C12CC3CC(C1)CC(n1cnc(Cl)n1)(C3)C2	6	7	-5	-0.1	-7	10	-0.7	0	-2
Cc1cc(-c2nnc3n2N=C(c2ccccc2Br)CS3)n[nH]1	-57	2	-2	0.0	-3	9	0.3	-2	19
CCCCc1cc(=O)oc2cc(OCC(=O)N3CCc4ccccc43)ccc12	-3	3	0	-0.2	0	4	-0.1	-2	8
COc1ccc(C2Cc3ccccc3C(=O)O2)cc1 (centres undefined)	11	-3	-3	0.7	-9	-8	-0.3	-2	-2
CCC(C)(C)NC(=O)C(OC(=O)c1ccco1)c1ccccc1OC (centres undefined)	24	-1	-2	-0.8	-5	-4	-0.7	-3	-12
O=C(NCCc1cccc(Cl)c1)c1cc([N+](=O)[O-])ccc1Cl	-3	-2	64*	-1.8	-11	-13	-0.2	3	3
CCOCCn1c(C(C)C)nc2ccccc21	-12	1	-2	0.4	1	-3	0.5	7	-26
Cc1nc2cc(NC(=O)c3ccc(N4C(=O)CCC4=O)cc3)ccc2s1	-1	2	-6	-0.2	-3	-1	0.2	-6	5
Cc1cc(NC(=O)CSCC(=O)N(c2ccc(F)cc2)C(C(=O)NC2CCCCC2)c2ccc(O)c(O)c2)no1 (centres undefined)	11	8	-8	-0.9	2	5	-0.7	-6	-1
CCOC(=O)/C(C#N)=C/c1ccc(OC)c(OC)c1	-2	5	-5	0.9	3	7	0.1	-2	10
CN(C)CCN(C(=O)c1cc(Cl)sc1Cl)c1nc2ccc(F)cc2s1	15	10	10	0.1	3	5	0.1	-4	11
COc1ccc(/C=N/NC(=O)c2ccc(Br)cc2)cc1CN1CCOCC1	0	6	0	1.6	1	9	0.5	-3	5
O=C(Cn1c(C(F)(F)F)nc2ccccc21)Nc1ccccc1N1CCOCC1	-4	1	-8	-0.7	0	5	-0.6	-1	29
O=C1C(Cl)=C(N2CCOCC2)C(=O)N1c1ccc(Br)cc1	19	.	9	0.9	-14	-12	-0.2	-3	16
C1CN(CC2COC(CN3CCOCC3)CO2)CCO1 (centres undefined)	2	2	-7	0.1	-1	-3	-0.1	-2	0
CC1(C(=O)NS(=O)(=O)c2ccccc2)CCN1C(=O)c1ccc(C2CCCCC2)cc1 (centres undefined)	-2	-3	-7	1.1	5	-3	-0.3	-9	3
NC(=O)c1ccsc1NC(=O)CSc1nc2ccccc2c(=O)n1CCCO	51*	-1	-6	-0.5	-4	-5	-0.6	-3	3
O=C1c2ccccc2C(=O)N1Cc1nc2ccccc2c(=O)n1CCN1CCOCC1	5	-4	-3	0.2	0	-9	-0.3	-5	-22
COc1ccc(CN2CC(=O)N(c3cccc(Cl)c3)C2=S)cc1OC	17	1	-14	1.0	0	13	-1.4	-5	0
O=C(NCCc1ccccc1)c1ccc(CS(=O)Cc2ccc(Cl)cc2)o1 (centres undefined)	20	5	4	-0.2	4	12	-0.8	-6	-15
Cc1csc(SCC(=O)NC2CCCC2)n1	-4	-1	-10	-0.8	-1	-6	-0.2	-2	7
O=C(CCC1CCN(C(=O)c2cc(C(F)(F)F)ccc2Cl)CC1)NC1CC1	7	-1	-6	2.7	6	-2	-0.8	-3	-6
C/C(=N\NC(=O)CCC(=O)N/N=C(\C)c1ccc(C)o1)c1ccc(C)o1	9	2	-4	-1.5	1	4	-0.1	0	11
O=C(COc1ccc(Br)cc1)NCCCn1ccnc1	-17	6	-3	-0.2	3	9	0.7	-2	1
CN1/C(=C\C(=O)CSc2nnc(NCc3ccccc3)s2)C(C)(C)c2ccccc21	-56	7	12	-0.1	-13	-25	0.0	1	45*
CC(=O)N1c2ccc(S(=O)(=O)N3CCCC3)cc2CC1C(=O)NCc1ccccc1F (centres undefined)	-18	4	-6	0.4	7	16	-0.8	-2	14

Not a retest: 4 of the compounds above.
SMILES	PABP1 MLLE inh	MT1-MMP act inh	FAS-TE inh	MsrA inhibitor	E coli Lon inh	CendR NRP1 mod	TbMetRS inhib	MsrA act	SKN-1 inh
CCOCCn1c(C(C)C)nc2ccccc21	-12	1	-2	0.4	1	-3	0.5	7	-26
Cc1nc2cc(NC(=O)c3ccc(N4C(=O)CCC4=O)cc3)ccc2s1	-1	2	-6	-0.2	-3	-1	0.2	-6	5
Cc1cc(NC(=O)CSCC(=O)N(c2ccc(F)cc2)C(C(=O)NC2CCCCC2)c2ccc(O)c(O)c2)no1 (centres undefined)	11	8	-8	-0.9	2	5	-0.7	-6	-1
CCOC(=O)/C(C#N)=C/c1ccc(OC)c(OC)c1	-2	5	-5	0.9	3	7	0.1	-2	10

The list continues.
SMILES	PABP1 MLLE inh	MT1-MMP act inh	FAS-TE inh	MsrA inhibitor	E coli Lon inh	CendR NRP1 mod	TbMetRS inhib	MsrA act	SKN-1 inh
COC(=O)C1=C(O)/C(=C\c2ccc(OCC(=O)Nc3ccccc3OC)cc2)N=C1C	-2	-1	-7	-0.3	-16	-15	-0.4	-3	-2
COC(=O)Cn1c(=O)cnc2ccccc21	-19	-10	-10	-0.6	-3	-2	-0.8	-2	4
CCOC(=O)CC(=O)NC1(Cc2ccc(O)cc2)CCCCC1	12	1	-5	-0.2	-5	3	-0.7	-2	5
O=C(/C=C/c1ccco1)N/C(=C\c1ccccc1)C(=O)NCCc1nc2ccccc2[nH]1	-5	-7	-4	1.0	-27	40*	0.4	-11	3
CC(=O)c1ccc(S(=O)(=O)Nc2ccc3c(c2)OCO3)cc1	-1	2	-2	1.3	-3	-7	-0.6	-9	9
CC(C)Cc1ccc(/C=C/C(=O)N2CCCCC2)cc1	-3	-2	8	0.8	10	-1	-1.0	-1	15
COc1cccc(OC)c1C(=O)Nc1ccc(Cc2ccncc2)cc1	1	3	-12	0.5	-1	6	0.1	-2	-3
COc1ccc(-c2nc(CS(=O)(=O)CC(=O)NCCc3cc(OC)ccc3OC)c(C)o2)cc1	2	-1	0	-0.4	1	-3	-0.6	-8	0
CCn1nc(NS(=O)(=O)c2ccc([N+](=O)[O-])cc2)c2cc3cc(C)ccc3nc21	13	3	38	1.3	-2	7	0.0	1	20
Cc1c(CC(=O)NCC(=O)O)c(=O)oc2cc3c(cc12)CCC(C)(C)O3	5	.	-3	4.6*	-3	10	-1.4	-4	4
O=C(N/N=C/c1cccnc1)c1cc(-c2ccccc2)nc2ccccc12	-11	-3	-3	0.0	7	-6	-0.2	-3	17
C=CCNC(=O)CSc1nnc(-c2ccccc2Br)n1-c1cccc(C(F)(F)F)c1	-132	0	-4	-0.7	4	4	-0.7	-2	14
Nc1ccn(C2CSC(CO)O2)c(=O)n1 (centres undefined)	.	7	-8	-1.5	-10	-10	-1.2	-8	15
Cc1ccc2nc(CSc3nnc(-c4ccco4)n3-c3ccccc3)cc(=O)n2c1	-15	1	-6	3.0	4	-2	0.1	-5	17
CCN(CC)CCCN=Cc1c(-c2ccccc2)[nH]n(-c2nc3ccccc3s2)c1=O	-1	3	0	0.8	24	-6	-0.1	-8	2
Cc1ccccc1C(=O)N1CCN(S(=O)(=O)c2cccs2)CC1	3	-2	-2	0.2	3	3	0.0	-5	-2
CCc1ccc(S(=O)(=O)N2CCN(Cc3ccco3)CC2)cc1	8	-2	3	1.0	-3	-15	-0.4	-1	-2
CN(C(=O)C(C)(C)C)c1ccc(OCC(=O)N2CCc3ccccc3C2)cc1	-4	4	-2	2.4	2	18	-0.8	0	-3
O=S(=O)(/C=C/c1ccccc1)N1CCN(c2cccc(Cl)c2)CC1	-2	-5	30	0.8	-2	6	0.5	-3	16
Cc1nn(CC(=O)N2CCOCC2)c(=O)c2c1sc1ccccc12	8	2	-4	0.1	-4	14	-0.6	0	19
O=C(Nc1ccc(F)cc1)c1ccc2ncsc2c1	-4	-2	-3	0.0	3	2	-0.7	-6	7
O=C(O)C1CCCCC1C(=O)N1CCCC1 (centres undefined)	-13	-1	-4	0.4	-4	10	-0.5	-1	3
CCOC(=O)N1CCN(S(=O)(=O)c2ccc3c4c(cccc24)C(=O)N3)CC1	12	-1	-4	1.6	-12	-7	-0.3	-5	1
CC1CN(C(=O)CCC(=O)NC(C)c2ccccc2)c2cc(Cl)ccc2O1 (centres undefined)	-6	-3	7	-0.8	-8	5	-0.4	0	4
COc1ccc2sc(NC(=O)c3ccco3)nc2c1	-106	9	-9	2.6	-10	11	-1.3	-5	15
CCCCC(CC(C)O)c1n[nH]c(=S)n1-c1ccccc1 (centres undefined)	-2	5	-14	1.5	-2	2	-0.6	0	1
Cc1ccc(/C=c2\s/c(=C(/C#N)C(=O)N3CCCC3)n(Cc3ccco3)c2=O)s1	13	-3	16	2.3	-40	-29	2.0	-3	21
Cc1ccc(N=C(NOC(=O)c2ccccc2)c2nonc2N)c(C)c1	9	-2	20	-0.8	-6	-10	-0.9	-4	-9
O=C(CCOc1ccccc1)Nc1ccccc1[N+](=O)[O-]	2	5	3	0.2	-5	3	-0.3	-2	13
CCCCN(C)c1c(C)nc2ccc(C(=O)Nc3cc(-c4ccccc4)ccc3OC)cn12	-17	-3	18	0.0	11	6	0.1	-5	9
COc1ccc(CCNC(=O)c2nnn(CC(=O)Nc3ccc(C)cc3C)c2N)cc1OC	0	1	-1	0.3	-8	-11	-0.4	-5	6
O=C(CN1CCCSc2ccccc21)N1CCN(S(=O)(=O)c2ccccc2)CC1	13	1	12	-0.4	4	6	0.1	-2	1
